# Arr AP2 block: inhibitors of human beta-arrestin and AP2 interaction | AID 504490 | inhibition, % at 10 µM | 340,000 tested, 0.31% active | FITC-arrestin peptide / GST-AP2 beads, flow cytometry; AP2 beta2 appendage carries R879A mutation;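 active means inhibition above a set limit, near 3 SD of compounds lacking own fluorescence, cut at about 54% in these data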;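 further: plate controls were DMSO wells for no effect and 5 µM unlabelled arrestin peptide for full effect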
#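 System: GST-AP2 R879A glutathione beads | Also added: FITC-arrestin peptide, 50 nM | Times: 12 min plus 1 h, RT | Signal: Bead flow cytometry, FITC channel | Buffer or medium: PBS with 0.05% Tween 20 and 0.1% BSA | Read-out basis: Percent drop in bead-associated FITC signal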
# AddAB inh: less growth of phage-infected E. coli with AddAB | E. coli expressing H. pylori AddAB, absorbance growth | 330,000 tested, 0.29% active | inhibition, % at 11.9 µM | AID 435030; in the data active means inhibition above about 12%;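 further: 0% = vehicle wells of infected cells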
# Mot1-301 SUMO: SUMOylation pathway inhibition by Mot1-301 growth rescue; S. cerevisiae Mot1-301 growth rescue, ATP luminescence, 38.5C; percent above DMSO median, 100 means doubled; growth rescue, % at 18.8 µM; 320,000 tested, 1% active;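 active means every valid replicate shows activation above 250% relative to neutral control wells; inactive means the rest, any valid replicate at or below 250%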;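 further: OY570 slx delta 5 strain wells were the positive control but not used for scaling; some compounds called inactive have numbers as strong as hits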
# phage Ecoli inh: E. coli growth loss with phage present | inhibition, % at 11.9 µM | 360,000 tested, 0.26% active | growth absorbance; in the data active means inhibition above about 11%
# MOR-DOR ag: OPRM1-OPRD1 heterodimerization agonism. P35372+P41143. cells, luminescence. activation, % at 9.3 µM. 340,000 tested, 0.3% active; in the data active means activation above about 18%;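 further: 0% = vehicle-treated cells and 100% = reference agonist; values of inactives mirror those of a sister screen read the other way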
# Tat export inh: blocks Tat-dependent protein export in E. coli | E. coli MC4100 TorA-mCherry Tat export, fluorescence | inhibition, % at 10 µM | 340,000 tested, 0.036% active | AID 488895;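 active means mean replicate inhibition at least 50% and at least half of replicates individually reaching 50%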;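 further: exported cargo escapes ClpAP degradation while cytoplasmic cargo is degraded and loses fluorescence; 0% = median of neutral control wells and 100% = median of NaSCN control wells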
# PKA-R1A activ: PKA-R1A complex activation. PKA-R1A dissociation, Cy5-IP20 fluorescence polarization; scaled: DMSO 0%, 113 µM cGMP 100%. activation, % at 11.4 µM. 340,000 tested, 0.083% active;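 active means percent activation above the mean of all tested compounds plus 3 SD, cut at about 19% in these data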;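 further: higher means more PKAc released from R1A so a rise in polarization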
# DSG3 Ab inh: inhibitors of pemphigus antibody binding to human desmoglein-3; P32926; DSG3-coupled beads, scFv-anti-DSG3-GFP binding, flow cytometry; hits give low values; binding (percent of control), % at 10 µM; 310,000 tested, 0.48% active; AID 588358;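 active means binding more than 3 SD below its plate's average and above zero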;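 further: hits lower antibody fragment binding to DSG3; some compounds called inactive have numbers as strong as hits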
# Target sequence (P32926 whole entry, looked up, the tested form may be a part): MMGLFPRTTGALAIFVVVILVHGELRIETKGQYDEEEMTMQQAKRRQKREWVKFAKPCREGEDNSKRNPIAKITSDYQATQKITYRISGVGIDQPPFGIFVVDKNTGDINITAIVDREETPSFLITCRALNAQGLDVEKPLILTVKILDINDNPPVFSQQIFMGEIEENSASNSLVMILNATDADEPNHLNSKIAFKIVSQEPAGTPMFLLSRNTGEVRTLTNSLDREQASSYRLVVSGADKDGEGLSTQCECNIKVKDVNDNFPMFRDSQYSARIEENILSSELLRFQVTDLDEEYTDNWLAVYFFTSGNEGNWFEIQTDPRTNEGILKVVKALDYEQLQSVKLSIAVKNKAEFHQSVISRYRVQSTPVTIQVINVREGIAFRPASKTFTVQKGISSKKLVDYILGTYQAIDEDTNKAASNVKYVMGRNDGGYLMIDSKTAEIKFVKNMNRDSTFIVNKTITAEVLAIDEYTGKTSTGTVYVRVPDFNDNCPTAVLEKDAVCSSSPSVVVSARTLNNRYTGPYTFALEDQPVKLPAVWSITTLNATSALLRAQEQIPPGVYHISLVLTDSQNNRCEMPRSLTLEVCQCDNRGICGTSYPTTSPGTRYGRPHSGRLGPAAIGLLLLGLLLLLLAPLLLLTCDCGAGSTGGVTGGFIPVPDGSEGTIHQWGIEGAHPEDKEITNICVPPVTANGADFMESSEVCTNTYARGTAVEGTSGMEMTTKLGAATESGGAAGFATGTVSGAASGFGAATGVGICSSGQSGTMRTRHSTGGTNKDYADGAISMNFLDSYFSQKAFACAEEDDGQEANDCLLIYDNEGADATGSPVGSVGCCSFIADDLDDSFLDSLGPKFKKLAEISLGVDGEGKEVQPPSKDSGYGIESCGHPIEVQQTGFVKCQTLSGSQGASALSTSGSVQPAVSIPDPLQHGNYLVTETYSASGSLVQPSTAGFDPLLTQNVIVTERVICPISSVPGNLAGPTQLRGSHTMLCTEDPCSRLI
# OPRM1-OPRD1 inv: inverse agonists of human mu-delta opioid receptor heterodimerization; P35372+P41143; AID 504357; inhibition, % at 9.3 µM; cell-based MOR-DOR heterodimer luminescence, inverse agonism; 340,000 tested, 0.21% active; in the data active means inhibition above about 22%, passing the limit was not always enough;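 further: 0% = cells with DMSO and 100% = wells without cells with DMSO; values of inactives mirror those of a sister screen read the other way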
# PfHsp90 set2: reduces growth (ATP signal) of yeast expressing P. falciparum Hsp90. S. cerevisiae expressing PfHsp90, BacTiter-Glo ATP, 48 h; yeast lacking PDR1 and PDR3 efflux regulators. inhibition, % at 9.4 µM. 310,000 tested, 0.32% active;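 active means every replicate shows inhibition above about 80%, whatever the replicate mean, limit read from the data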;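 further: 0% = DMSO neutral controls and 100% = 20 µM radicicol positive controls; yeast relying on Plasmodium falciparum Hsp90 in place of its own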
# Ecoli viability: counter-screen for AddAB inhibitors: E. coli growth inhibition | E. coli V3065 growth, OD600 absorbance, 18 h | AID 449728 | inhibition, % at 11.9 µM | 330,000 tested, 0.27% active;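 active means inhibition above the campaign's mean inhibition across all tested compounds plus 3 SD, cut at about 9.9% in these data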;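 further: uninfected addAB+ strain grown without phage in ampicillin broth; 0% = DMSO wells and 100% = ciprofloxacin 0.95 µg/ml wells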
# The depositor's hits bear a star; i = inactive; . = no result given; & = joins results of further samples. Not all compounds are listed; rates above refer to the full screens.
SMILES,Arr AP2 block,AddAB inh,Mot1-301 SUMO,phage Ecoli inh,MOR-DOR ag,Tat export inh,PKA-R1A activ,DSG3 Ab inh,OPRM1-OPRD1 inv,PfHsp90 set2,Ecoli viability
COc1cc(OC)c(OC)cc1C=O,2,2.6,.,1.9,-0.2,-3,-2,106,1,28,2.4
O=C(CCc1nnc2ccc(NCc3ccccc3Cl)nn12)N1CCC2(CC1)OCCO2,46,2.7,-14,-1.9,-4.1,0,-5,105,21,-6,-2.7
NC1CCc2cc(O)c(O)cc2C1 (stereo unspecified),7,-1.3,-20,2.4,-0.1,-12,-6,.,0,-2,-0.1
CCS(=O)(=O)NCc1nnc2n1-c1ccc(Br)cc1C(c1ccccc1Cl)=NC2,36,0.9,6,2.7,-3.6,4,-7,104,18,-6,-0.3
O=[N+]([O-])c1ccc(C2[C@H]3C(c4ccccc4)=NC4(CCCCC4)N23)cc1 (stereo partly specified),-5,1.4,4,0.5,4.9,-7,8,99,-35,5,-0.3
O=C(NC1CN2CCC1CC2)c1ccc(-c2ccc([N+](=O)[O-])cc2)o1 (stereo unspecified),16,2.4,11,1.8,-1.1,-2,-10,92,5,-2,0.3
CCCCCCC(=O)N/N=C/c1c(O)n(C(C)CC)c(=S)[nH]c1=O (stereo unspecified),27,1.8,-6,0.8,-0.6,-3,-14,101,3,0,-2.5
CC(C)CCNC(=O)c1cc(C(=O)c2cc(Br)ccc2O)cn(CCC(C)C)c1=O,35,-1.4,7,4.9,-1.6,-2,8,106,8,5,-0.4
O=c1c2ccccc2nc(Cc2ccccc2)n1-c1cccc(O)c1,-4,1.2,3,3.6,5.5,1,-10,100,-25,-14,1.4
CCCCn1c(N)c(C(=O)NCc2cccs2)c2nc3ccccc3nc21,25,-3.0,-8,-0.3,-1.5,-3,3,.,7,25,-1.9
Clc1ccc2c(c1)C(c1ccccc1Cl)=NCc1nnc(N3CCN(CCOc4ccccc4)CC3)n1-2,-11,1.2,346*,0.7,1.1,12,-9,98,-6,5,-2.0
O=c1[nH]c(=S)n(-c2ccccc2)c(O)c1/C=N/N1CCOCC1,2,0.6,5,3.1,-4.2,25,-1,102,21,5,-3.1
COCCCn1c(N)c(C(=O)OCCOC)c2nc3ccccc3nc21,0,3.8,35,-2.5,-4.7,0,-1,99,20,9,1.6
COC(=O)[C@@H]1C[C@@]1(C)[C@@H](NP(=O)(c1ccccc1)c1ccccc1)c1ccccc1,-2,2.2,11,1.6,-1.6,0,5,103,8,9,1.1
CN1CCN(c2ccc([N+](=O)[O-])c(Sc3nncn3C)c2)CC1,4,-0.4,i,4.1,-2.5,-14,5,80,12,-12,0.5
CC(=O)Nc1cc([As](=O)(O)O)ccc1O,2,-1.6,104,2.4,-2.6,1,-17,103,14,21,-1.3
CSc1ncc(CN2CCCC(C(=O)c3sccc3C)C2)cn1 (stereo unspecified),-1,2.5,-2,4.9,-1.2,-6,5,90,7,4,-1.6
CCN(CC)S(=O)(=O)c1cc(NC(=O)C(C)N2CC=C(c3ccccc3)CC2)ccc1C (stereo unspecified),3,2.0,1,1.6,0.4,17,-1,100,-2,23,2.7
Clc1ccccc1CNC1CN2CCC1CC2 (stereo unspecified),-2,4.7,-20,1.0,-0.6,0,1,95,3,-4,0.9
COc1ccc(-n2c(Cc3ccccc3)nc3ccccc3c2=O)cc1,-2,1.0,-13,1.9,-0.7,2,13,89,5,-19,0.5
Cc1cccc(CN2CCN(CC(=O)N3CCC4(CC3)OCCO4)C2=O)c1,13,2.6,15,3.9,-1.0,-12,2,.,6,.,0.0
Cc1nc2cc([N+](=O)[O-])ccc2c(=O)n1-c1ccccc1[N+](=O)[O-],-7,0.8,-15,4.3,4.2,-1,4,99,-30,9,-1.0
O=C(O)c1cc2ccccc2oc1=O,10,-1.7,-4,3.6,-1.1,-4,-5,98,6,-16,-0.3
CCCCCCn1c(O)c(C=Nc2ccccc2N2CCOCC2)c(=O)[nH]c1=S,3,-1.4,112,-0.4,.,.,.,106,.,.,0.1
c1cnc2c(c1)ccc1ncccc12,21,0.7,147,-0.8,-2.1,-13&1,-3,101,11,16,-1.2

# 7 of the compounds above, as tab-separated lines.
compound	Arr AP2 block	AddAB inh	Mot1-301 SUMO	phage Ecoli inh	MOR-DOR ag	Tat export inh	PKA-R1A activ	DSG3 Ab inh	OPRM1-OPRD1 inv	PfHsp90 set2	Ecoli viability
CSc1ncc(CN2CCCC(C(=O)c3sccc3C)C2)cn1 (stereo unspecified)	-1	2.5	-2	4.9	-1.2	-6	5	90	7	4	-1.6
CCN(CC)S(=O)(=O)c1cc(NC(=O)C(C)N2CC=C(c3ccccc3)CC2)ccc1C (stereo unspecified)	3	2.0	1	1.6	0.4	17	-1	100	-2	23	2.7
Clc1ccccc1CNC1CN2CCC1CC2 (stereo unspecified)	-2	4.7	-20	1.0	-0.6	0	1	95	3	-4	0.9
COc1ccc(-n2c(Cc3ccccc3)nc3ccccc3c2=O)cc1	-2	1.0	-13	1.9	-0.7	2	13	89	5	-19	0.5
Cc1cccc(CN2CCN(CC(=O)N3CCC4(CC3)OCCO4)C2=O)c1	13	2.6	15	3.9	-1.0	-12	2	.	6	.	0.0
Cc1nc2cc([N+](=O)[O-])ccc2c(=O)n1-c1ccccc1[N+](=O)[O-]	-7	0.8	-15	4.3	4.2	-1	4	99	-30	9	-1.0
O=C(O)c1cc2ccccc2oc1=O	10	-1.7	-4	3.6	-1.1	-4	-5	98	6	-16	-0.3

# (next part)
SMILES,Arr AP2 block,AddAB inh,Mot1-301 SUMO,phage Ecoli inh,MOR-DOR ag,Tat export inh,PKA-R1A activ,DSG3 Ab inh,OPRM1-OPRD1 inv,PfHsp90 set2,Ecoli viability
CC1(C)OC1COc1c2occc2cc2ccc(=O)oc12 (stereo unspecified),7,2.8,-14,3.6,0.3,-10,1,105,-2,14,3.2
CC(=O)Nc1cc(C(=O)N2CCC3(CC2)OCCO3)ccc1S(=O)(=O)c1ccc(C)cc1,-2,3.5,4,2.3,-1.1,7,1,101,6,7,-0.6
Cc1ccc(/C=C2\C(=O)NC(=S)N(c3ccc(F)cc3)C2=O)s1,7,4.0,4,2.5,-1.0,-10,11,93,5,-7,1.4
CC1(C)COC(Nc2ccc(Cl)cc2)=N1,-1,1.6,11,3.9,0.0,-17,4,.,0,-47,0.6
Cc1ccccc1NC(=O)COC(=O)c1cc(C)n(C2CC2)c1C,-14,4.7,34,-1.4,1.5,2,-9,109,-6,-17,1.6
COC(=O)C1=C(c2cccc(C#N)c2)C[C@@H]2CC[C@H]1N2C(=O)NCc1cc(C)oc1C(F)(F)F,12,-0.9,-2,2.3,-1.3,-4,-11,107,8,7,0.5
CCOP(=O)(OCC)C(NC(=O)c1ccccc1)=C(Cl)Cl,7,2.7,-11,4.1,-0.7,6,-2,110,3,20,-1.0
COc1ccc(NC(=O)N2CCC3(CC2)OCCO3)cc1,-5,1.5,-11,5.0,-3.6,6,-4,89,17,-41,1.1
COc1ccccc1OCCCn1cc(C(C)=O)c2ccccc21,7,3.9,.,-0.4,-1.7,5,-6,95,9,-14,-0.2
CCCCC(=O)N/N=C/c1c(O)n(-c2ccccc2)c(=O)[nH]c1=O,27,2.5,1,1.8,-1.2,1,-2,.,6,5,-0.8
Cc1cc(N(CCCl)CCCl)ccc1C=NNC(=O)c1cccnc1,-2,.,.,0.5,-3.7,2,1,103,16,-1,.
O=C1NC(=O)N(c2ccc(Cl)cc2)C(=O)/C1=C\c1ccc(Sc2nc3ccccc3[nH]2)o1,8,1.9,28,5.7,-0.4,7,-11,63,3,-5,2.1
CN(C)C(=O)Oc1ccc(OCc2nc3ccccc3[nH]2)cc1,8,3.8,-26,8.6,-1.3,-2,-4,102,8,25,6.4
Cc1cc(C)n2nc(SC(C)C(=O)N3CCC4(CC3)OCCO4)nc2n1 (stereo unspecified),-6,-0.1,-2,1.8,-1.3,5,-7,98,7,14,-1.2
CN1CCN(Cc2cc(C(C)(C)C)c(O)c(C(C)(C)C)c2)CC1,-9,-1.1,-15,0.3,-1.7,-1,4,103,10,2,-1.5
COc1ccc(CCNCc2ccncc2)cc1OC,-12,0.3,5,3.6,-2.8,3,4,126,13,-13,-1.4
COc1ccccc1N=Cc1c(O)n(C)c(=O)n(C)c1=O,18,0.5,1,1.9,1.1,-2,-5,93,-5,-12,-1.9
Cc1cc(OCC(=O)OC(C)(C)C)c2c3c(c(=O)oc2c1)CCC3,10,3.4,3,1.7,4.6,5,-5,.,-27,.,-0.6
COC(=O)C1=C(c2cccc(OC)c2OC)C[C@@H]2CC[C@H]1N2C,9,2.9,11,2.7,-2.8,5,6,103,13,12,-0.8
CCOC(=O)[C@@]12C(=O)C(=O)N[C@]1(c1ccccc1)C1OCCCC12 (stereo partly specified),-14,0.6,3,4.2,-2.7,2,3,88,16,-17,1.2
CN1C2CCC1/C(=C/c1ccccn1)C(=O)/C2=C\c1ccccn1,32,5.9,-50,3.6,-5.1,-1,-5,122,27,21,-0.2
O=[N+]([O-])c1c(Cl)c(Cl)c(Cl)c(Cl)c1Cl,-10,.,.,0.7,-1.6,-5,-9,103,8,-5,.
O=C(O)[C@H]1C[C@@H]1[C@H](NP(=O)(c1ccccc1)c1ccccc1)c1ccccc1,13,-0.8,6,2.8,-1.9,3,-7,106,11,7,-1.7
CCOc1ccc(-n2c(O)c(N=Nc3ccc([N+](=O)[O-])cc3)c(=O)[nH]c2=O)cc1,-9,1.8,-2,3.1,-2.6,3,-5,106,14,-8,1.0
Cc1c(NS(=O)(=O)c2ccccc2)ccc([N+](=O)[O-])c1Cl,-4,.,.,6.3,-0.2,7,5,94,1,.,.
O=c1[nH]c(=S)n(-c2ccc(Cl)cc2)c(O)c1/C=N/N1CCOCC1,6,-0.1,-4,1.2,-2.6,-6,-5,.,13,-3,-2.0
CN1CCN(Cc2nnc3n2-c2ccc(Cl)cc2C(c2ccccc2)=NC3)CC1,5,0.8,3,2.9,-1.4,-5,-4,88,7,23,1.4
CC1CN(C)C(C)(C)CC1(O)c1ccccc1 (stereo unspecified),7,2.5,0,0.6,2.3,4,-3,91,-14,.,0.2

# Bioassay records deposited in PubChem BioAssay by several laboratories.
